Screening data as filed in PubChem BioAssay.
C diff growth – C. difficile growth inhibitors, primary screen, HTS | AID 1259249, 2017 | Clostridium difficile clinical isolate growth, OD600, 24 h; stronger effect = lower value | 86,000 compounds, 0.25% hits | growth activity, negative = inhibition, % at 16 µg/mL (by protocol);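 active means mean growth activity at or below -80% and every replicate also at or below -80%; inconclusive means mean at or below -80% but some replicate above -80%; inactive means mean growth activity above -80%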;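 further: 0% = DMSO wells and -100% = levofloxacin 16 µg/mL wells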
Pf Dd2 inh – P. falciparum Dd2 growth inhibitors, primary screen, SYBR Green fluorescence, single dose replicates | activity change, % at 10 µM | 94,000 compounds, 2.3% hits | 72 h; stronger effect = lower value; in the data active means activity change below about -80%; inconclusive means no clear call, values can overlap the other calls
KDM4C inh – inhibitors of GASC-1 (KDM4C) histone demethylase, primary screen, biochemical, single concentration HTS | inhibition, % at 12.5 µM | 96,000 compounds, 0.15% hits | AID 720574, 2013 | GST-KDM4C 2-372, H3K9me3 peptide, LANCE TR-FRET;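 active means mean replicate inhibition above about 25%, with at least 55% of replicates also reaching it, limit read from the data, passing the limit was not always enough; inconclusive means only one of those two conditions met; inactive means neither condition met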
Target sequence (Q9H3R0 2-372 limits assumed): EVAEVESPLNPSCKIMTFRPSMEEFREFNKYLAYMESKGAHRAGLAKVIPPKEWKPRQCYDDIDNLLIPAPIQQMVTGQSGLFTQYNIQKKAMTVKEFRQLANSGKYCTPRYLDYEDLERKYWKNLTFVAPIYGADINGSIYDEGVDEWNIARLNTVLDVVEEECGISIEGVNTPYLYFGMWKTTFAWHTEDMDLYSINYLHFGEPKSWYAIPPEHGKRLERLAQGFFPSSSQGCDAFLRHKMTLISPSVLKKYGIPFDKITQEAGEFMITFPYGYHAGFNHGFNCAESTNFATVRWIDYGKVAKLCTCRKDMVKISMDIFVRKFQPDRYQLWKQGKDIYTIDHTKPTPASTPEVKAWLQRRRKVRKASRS
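Compound: one test concentration per compound; Material: GST-GASC-1 enzyme fragment 2-372; Amount: GASC-1 enzyme at 10 nM final in reaction; Also added: H3K9me3 peptide substrate, Fe(II), 2-oxoglutarate; Technique: LANCE TR-FRET; Times: 30 min demethylation and 1 h detection at room temperature.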
Tcruzi prolif – T. cruzi intracellular proliferation inhibitors, primary screen, cell-based, beta-gal Tulahuen parasites, NIH3T3 host, luminescence. inhibition, % at 8.34 µM. AID 624255, 2012. 77,000 compounds, 5.9% hits. T. cruzi beta-gal in NIH3T3, GalScreen luminescence, 90 h;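 active means mean inhibition above about 93%, with at least 55% of replicates each passing it, limit read from the data, passing the limit was not always enough; inconclusive means only one of those two conditions holds; inactive means neither condition holds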
* hit, by the source's call; ? = inconclusive; / = not tested or not shown.

SMILES	C diff growth	Pf Dd2 inh	KDM4C inh	Tcruzi prolif
CO[C@H]1CN(C)C(=O)c2cc(NC(=O)C3CCOCC3)ccc2OC[C@H](C)N(Cc2cccnc2)C[C@@H]1C	/	23.2	-1.1	7.5
COc1ccc(CN(C)C[C@@H]2OCCCC[C@@H](C)Oc3ccc(NC(=O)c4ccncc4)cc3C(=O)N([C@@H](C)CO)C[C@H]2C)cc1	6.8	-5.9	2.8	-45.3
CC(C)NC(=O)N(C)C[C@@H]1Oc2cc(C#Cc3cccc(F)c3)ccc2S(=O)(=O)N([C@@H](C)CO)C[C@H]1C	-27.9	-50.2	-0.1	35.9
C/C=C/c1ccc([C@@H]2[C@@H](CN(CC)C(C)=O)N(C(=O)C3CCC3)[C@H]2CO)cc1	0.2	-18.4	0.0	1.1
COc1ccc(C#Cc2cnc3c(c2)C(=O)N([C@H](C)CO)C[C@H](C)[C@H](CN(C)S(=O)(=O)c2cn(C)cn2)O3)cc1OC	-5.1	-36.7	-0.7	-72.7
O=C(C[C@H]1CC[C@@H](NC(=O)CCN2CCCCC2)[C@H](CO)O1)Nc1ccc(-c2ccccc2)cc1	/	12.9	-0.5	-174.7
C[C@@H]1CN([C@@H](C)CO)C(=O)Cc2cc(NS(=O)(=O)c3ccc(F)cc3)ccc2O[C@@H]1CN(C)Cc1ccc(-c2ccccc2)cc1	/	11.9	-2.9	55.0
N#Cc1ccc(-c2ccc([C@@H]3[C@H]4CNCC(=O)N4[C@H]3CO)cc2)cc1	3.7	-18.5	0.1	/
COc1ccccc1C#Cc1ccc([C@H]2[C@H](C#N)N(C(=O)C3CCC3)[C@H]2CO)cc1	-1.3	-46.7	-2.9	93.9
C[C@@H]1CN([C@H](C)CO)S(=O)(=O)c2ccc(C3=CCCC3)cc2O[C@@H]1CN(C)C(=O)c1ccc(F)cc1	10.8	-20.7	1.3	/
CN1c2ccc(-c3ccccc3F)cc2[C@@H]2[C@@H](CCN2S(=O)(=O)c2ccc(F)cc2)[C@@H]1CO	2.1	2.1	-1.0	?
O=C(c1ccccc1F)N1CC(=O)N2[C@H](C1)[C@H](c1ccc(-c3ccc(F)cc3)cc1)[C@@H]2CO	25.1	-63.7	1.4	/
Cc1ccc(S(=O)(=O)Nc2ccc3c(c2)C(=O)N([C@@H](C)CO)C[C@@H](C)[C@@H](CN(C)Cc2ccncc2)OCCCC[C@@H](C)O3)cc1	/	-61.3	0.9	13.8
O=C(C[C@H]1C[C@H]2c3cc(NC(=O)c4cccnc4)ccc3O[C@H]2[C@@H](CO)O1)NC1CCCC1	-4.6	48.4	1.3	/
O=C(C[C@@H]1CC[C@@H]2[C@H](COC[C@@H](O)CN2C(=O)Nc2ccc(F)cc2)O1)NCCc1ccncc1	/	19.3	-2.2	72.8
COc1ccc(S(=O)(=O)N(C)C[C@H]2OCCCC[C@@H](C)Oc3ccc(NS(=O)(=O)c4ccc(C)cc4)cc3C(=O)N([C@H](C)CO)C[C@@H]2C)cc1	-1.2	-17.6	0.5	7.5
C[C@@H]1CN([C@@H](C)CO)C(=O)c2cccc(NC(=O)Nc3ccccc3)c2O[C@H]1CN(C)C	14.7	6.3	-1.0	23.6
Cc1noc(C)c1NC(=O)Nc1ccc2c(c1)CC(=O)N([C@H](C)CO)C[C@H](C)[C@H](CN(C)S(=O)(=O)c1cn(C)cn1)O2	-3.1	17.8	14.2	18.3
O=C(C[C@@H]1CC[C@H]2[C@@H](COC[C@@H](O)CN2Cc2nccs2)O1)NCc1ccc(-c2ccccc2)cc1	/	-6.4	-0.5	-9.3
C[C@H]1CN([C@@H](C)CO)C(=O)Cc2cc(N(C)C)ccc2O[C@H]1CN(C)CC1CC1	-5.6	-9.8	6.0	9.9
CC=Cc1ccc2n(c1=O)C[C@@H]1[C@@H](CO)[C@H](C(=O)NCc3ccncc3)N(Cc3cncnc3)[C@H]21 (mixture of isomers)	-1.6	3.7	3.4	39.5
C[C@H](CO)N1C[C@H](C)[C@H](CN(C)S(=O)(=O)c2ccccc2)Oc2ccc(NC(=O)Nc3cccc4ccccc34)cc2C1=O	-2.6	-18.1	0.6	-51.3
COc1ccc(-c2ccc(C3[C@H]4CNC[C@@H]3N4Cc3cncnc3)cc2)cc1 (stereo partly specified)	-3.5	-15.5	-0.9	/
CC(=O)N(C)C[C@H]1Oc2cc(/C=C/c3ccccc3)ccc2S(=O)(=O)N([C@H](C)CO)C[C@@H]1C	1.0	1.0	-2.5	-24.1
C[C@H](CO)N1C[C@H](C)[C@H](CN(C)Cc2ccc3c(c2)OCO3)OCCCC[C@H](C)Oc2ccc(NC(=O)CCC(F)(F)F)cc2C1=O	7.3	-29.8	-0.4	42.6
C[C@@H]1CN([C@H](C)CO)C(=O)Cc2cc(NS(C)(=O)=O)ccc2O[C@@H]1CN(C)S(=O)(=O)c1ccccc1	1.4	11.4	1.7	12.8
C[C@@H]1CN([C@@H](C)CO)C(=O)c2cc(C#CC3CC3)cnc2O[C@@H]1CN(C)C(=O)C1CCCCC1	/	-19.1	-1.4	36.0
COCC(=O)Nc1ccc2c(c1)C(=O)N(C)C[C@H](OC)[C@H](C)CN(C(=O)c1ccncc1)[C@H](C)CO2	-1.2	15.8	0.8	-2.4
CCC(=O)N1CC(=O)N2[C@@H](CO)[C@@H](c3ccc(C#Cc4cccnc4)cc3)[C@@H]2C1	-12.2	17.3	0.1	/
C[C@H](CO)N1C[C@H](C)[C@@H](CN(C)C)Oc2ncc(C3=CCCC3)cc2C1=O	1.5	25.5	-0.6	-21.5
C[C@H](CO)N1C[C@H](C)[C@@H](CN(C)CC2CCCC2)Oc2ncc(C#Cc3ccncc3)cc2C1=O	-1.4	5.1	0.2	81.8
COc1ccc(C#Cc2ccc([C@@H]3[C@@H](CO)N4C(=O)CN(C(=O)c5ccncc5)C[C@@H]34)cc2)cc1	-9.6	-25.3	-0.5	/
CN1c2ccc(C3=CCCCC3)cc2[C@H]2[C@H](CCN2C(=O)C2CCCCC2)[C@@H]1CO	1.0	-59.9	3.9	/
C[C@H]1CN([C@@H](C)CO)C(=O)c2cc(NS(=O)(=O)c3cn(C)cn3)ccc2O[C@@H]1CN(C)Cc1ccc(-c2ccccc2)cc1	-20.6	5.9	0.3	50.1
C[C@H]1CN([C@@H](C)CO)C(=O)c2cc(C#Cc3cccnc3)cnc2O[C@@H]1CN(C)Cc1ccc(F)cc1	2.7	-25.3	-0.4	/
CCC(=O)Nc1ccc2c(c1)C(=O)N(C)C[C@H](OC)[C@@H](C)CN(C(=O)c1ccccn1)[C@H](C)CO2	/	23.5	-2.3	7.7
CC(C)C#Cc1ccc2c(c1)O[C@@H](CN(C)CC1CCOCC1)[C@H](C)CN([C@H](C)CO)S2(=O)=O	-1.1	-36.7	0.2	91.2
COc1ccccc1NC(=O)N1CC[C@@H]2[C@@H](CO)N(C)c3ccc(-c4cccc(F)c4)cc3[C@@H]21	11.2	-8.0	-5.4	27.8
C[C@H](CO)N1C[C@H](C)[C@H](CN(C)S(=O)(=O)c2cn(C)cn2)OCCCC[C@H](C)Oc2ccc(NC(=O)Nc3ccc(C(F)(F)F)cc3)cc2C1=O	-9.6	-17.6	2.0	48.4
COCC#Cc1ccc2c(c1)O[C@H](CN(C)C(=O)c1ccccc1)[C@H](C)CN([C@H](C)CO)S2(=O)=O	0.1	-26.0	-1.3	-9.9
CN(C)CC(=O)N1CCCCN2[C@H](C1)[C@@H](c1ccc(-c3cccnc3)cc1)[C@@H]2CO	6.7	-30.1	0.4	64.5
COc1ccccc1CNC(=O)C[C@@H]1CC[C@@H]2[C@@H](COc3ccc(NS(=O)(=O)c4ccc(C)cc4)cc3C(=O)N2C)O1	29.6	0.3	-0.8	-0.7
COc1ccc(CN(C)C[C@H]2OCCCC[C@@H](C)Oc3ccc(NS(=O)(=O)c4c(C)noc4C)cc3C(=O)N([C@@H](C)CO)C[C@H]2C)cc1	-5.5	-58.7	-2.2	35.0
COc1ccc2c3c([nH]c2c1)[C@@H](CO)N(C(=O)C1CCCC1)CC31CCN(C(=O)c2ccncc2)CC1	-3.3	-17.5	-0.2	/
COc1ccc(S(=O)(=O)Nc2ccc3c(c2)C(=O)N([C@H](C)CO)C[C@@H](C)[C@@H](CN(C)S(=O)(=O)c2cn(C)cn2)O3)cc1	-2.3	22.4	-0.2	-2.9
C[C@H]1CN([C@@H](C)CO)C(=O)c2c(c3ccccc3n2C)-c2ccccc2CO[C@@H]1CN(C)C(=O)Nc1ccnc(N2CCOCC2)c1	-14.5	-58.1	/	/
O=C(C[C@H]1CC[C@H]2[C@@H](COC[C@@H](O)CN2S(=O)(=O)c2cccc(Cl)c2)O1)Nc1ccccc1	2.8	6.5	0.1	15.1
CN(C)CC(=O)N1[C@@H](C#N)[C@@H](c2ccccc2-c2cccc(C(=O)N(C)C)c2)[C@@H]1CO	9.5	28.9	-0.4	/
C[C@@H]1CCCCO[C@@H](CN(C)Cc2ccccc2)[C@H](C)CN([C@@H](C)CO)C(=O)c2cc(N(C)C)ccc2O1	1.6	-31.5	0.6	44.9
CCCNC(=O)C[C@@H]1CC[C@H]2[C@@H](COc3ccc(NC(=O)Cc4ccccc4)cc3C(=O)N2C)O1	-1.3	10.6	0.7	-4.2

Rewritten with values under each structure: 5 of the compounds above
Every second line gives: C diff growth, Pf Dd2 inh, KDM4C inh, Tcruzi prolif
CN1c2ccc(C3=CCCCC3)cc2[C@H]2[C@H](CCN2C(=O)C2CCCCC2)[C@@H]1CO
  1.0, -59.9, 3.9, /
C[C@H]1CN([C@@H](C)CO)C(=O)c2cc(NS(=O)(=O)c3cn(C)cn3)ccc2O[C@@H]1CN(C)Cc1ccc(-c2ccccc2)cc1
  -20.6, 5.9, 0.3, 50.1
C[C@H]1CN([C@@H](C)CO)C(=O)c2cc(C#Cc3cccnc3)cnc2O[C@@H]1CN(C)Cc1ccc(F)cc1
  2.7, -25.3, -0.4, /
CCC(=O)Nc1ccc2c(c1)C(=O)N(C)C[C@H](OC)[C@@H](C)CN(C(=O)c1ccccn1)[C@H](C)CO2
  /, 23.5, -2.3, 7.7
CC(C)C#Cc1ccc2c(c1)O[C@@H](CN(C)CC1CCOCC1)[C@H](C)CN([C@H](C)CO)S2(=O)=O
  -1.1, -36.7, 0.2, 91.2

Other structures.
SMILES	C diff growth	Pf Dd2 inh	KDM4C inh	Tcruzi prolif
C[C@@H]1CCCCO[C@H](CN(C)Cc2ccc(C(=O)Nc3ccccc3N)cc2)[C@@H](C)CN([C@@H](C)CO)C(=O)c2cc(NS(=O)(=O)c3ccc(Cl)cc3)ccc2O1	28.7	-84.9*	-1.5	80.7
O=C(C[C@@H]1CC[C@H](NC(=O)C2CCC2)[C@@H](CO)O1)NCc1ccccc1Cl	-7.9	3.8	0.3	2.0
C[C@H]1CN([C@@H](C)CO)C(=O)c2cc(NC(=O)C3CC3)ccc2O[C@@H]1CN(C)Cc1ccccc1	-0.4	15.3	5.5	-4.9
COc1ccc(S(=O)(=O)N(C)C[C@H]2Oc3ccc(NC(=O)Nc4cccc5ccccc45)cc3C(=O)N([C@H](C)CO)C[C@H]2C)cc1	-7.8	19.4	-1.2	69.8
CCCC#Cc1ccc([C@H]2[C@@H](C#N)N(S(=O)(=O)c3cccc(F)c3)[C@H]2CO)cc1	-6.5	-8.1	-2.7	/
O=C(C[C@H]1CC[C@@H]2[C@H](COC[C@H](O)CN2CCc2ccccc2)O1)NCc1ccc(Oc2ccccc2)cc1	/	-8.1	1.0	102.7*
CC(C)NC(=O)N1[C@@H](CO)[C@@H](c2ccccc2)C12CN(C(=O)CN(C)C)C2	-1.5	-18.2	0.6	/
Cc1ccc(-c2cnc3c(c2)C(=O)N([C@H](C)CO)C[C@@H](C)[C@@H](CN(C)C(=O)Cc2ccncc2)O3)cc1	-2.9	-64.2	0.0	-23.9
COc1ccc2c3c([nH]c2c1)[C@H](CO)N(C(=O)c1ccc(F)cc1)CC31CN(C)C1	-13.9	12.2	0.5	/
Cc1ccc(S(=O)(=O)N(C)C[C@H]2Oc3c(cccc3N(C)C)C(=O)N([C@@H](C)CO)C[C@@H]2C)cc1	12.0	-20.5	0.8	78.3
C[C@@H]1CN([C@@H](C)CO)C(=O)c2cc(NC(=O)Cc3cn(C)c4ccccc34)ccc2O[C@@H]1CN(C)C(=O)Nc1ccc2c(c1)OCO2	0.6	-39.3	-0.5	-180.8
Cc1ccc(S(=O)(=O)NCC[C@H]2CC[C@@H](NS(=O)(=O)c3ccccc3Cl)[C@@H](CO)O2)cc1	-2.1	-13.7	1.7	21.3
